PPARg SRC1 recr: promotes SRC-1 coactivator recruitment by human PPARgamma | P37231 | PPARgamma-SRC-1 coactivator recruitment biochemical assay | activation, % at 8 µM | 200,000 compounds, 0.41% hits; in the data active = activation above about 19%;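 also: 0% = DMSO and 100% = reference agonist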
Target sequence (P37231 whole entry, looked up): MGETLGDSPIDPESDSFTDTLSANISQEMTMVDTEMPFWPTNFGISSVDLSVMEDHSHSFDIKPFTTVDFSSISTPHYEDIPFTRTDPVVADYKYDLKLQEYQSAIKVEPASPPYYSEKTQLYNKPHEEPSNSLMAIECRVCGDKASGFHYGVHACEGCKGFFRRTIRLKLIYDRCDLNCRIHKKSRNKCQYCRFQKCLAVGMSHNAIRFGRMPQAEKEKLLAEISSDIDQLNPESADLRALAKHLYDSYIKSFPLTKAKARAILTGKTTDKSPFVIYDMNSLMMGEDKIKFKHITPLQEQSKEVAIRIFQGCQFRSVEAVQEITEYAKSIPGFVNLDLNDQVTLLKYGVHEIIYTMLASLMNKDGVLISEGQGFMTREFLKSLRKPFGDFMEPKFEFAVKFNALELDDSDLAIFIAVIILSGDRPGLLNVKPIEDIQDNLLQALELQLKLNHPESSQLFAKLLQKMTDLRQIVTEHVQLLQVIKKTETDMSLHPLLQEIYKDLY
ROMK primary: modulators of human ROMK potassium channel. P48048. Tet-inducible ROMK, thallium flux fluorescence; actives lie on both sides. B-score at 10 µM. 130,000 compounds, 2% hits. AID 1918;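 active = signal ratio slope over the read window, or its plate-corrected B-score, at least 3 SD from the plate mean, either direction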;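 also: B-score of the F/F0 ratio slope over 7 to 12 s after thallium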
Target sequence (P48048 whole entry, looked up): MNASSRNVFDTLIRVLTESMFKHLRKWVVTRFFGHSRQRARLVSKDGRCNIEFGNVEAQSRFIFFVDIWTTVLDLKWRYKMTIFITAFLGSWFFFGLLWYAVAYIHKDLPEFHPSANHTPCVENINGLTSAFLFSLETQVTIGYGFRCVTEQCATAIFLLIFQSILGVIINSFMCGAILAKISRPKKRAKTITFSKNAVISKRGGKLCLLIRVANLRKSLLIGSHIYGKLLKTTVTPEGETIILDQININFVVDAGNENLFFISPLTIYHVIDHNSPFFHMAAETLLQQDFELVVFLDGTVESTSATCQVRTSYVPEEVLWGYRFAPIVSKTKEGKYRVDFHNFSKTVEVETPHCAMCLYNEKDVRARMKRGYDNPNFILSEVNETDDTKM
TNAP act hiacc: activators of human TNAP at high phosphate acceptor concentration | activation factor at 20 µM | 200,000 tested, under 10 active | purified TNAP, CDP-star luminescence, 1 M DEA, 30 min; hits give high values; 0 = EDTA background, 1 = DMSO-only activity;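 active = activation factor at least 2 at 20 µM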
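Dosing: 20 µM single point. System: human TNAP. Amount: TNAP 1/800 final. Incubation: 30 min, room temperature. Read-out: TNAP activation factor scaled between EDTA and DMSO control wells. Signal: luminescence from CDP-star hydrolysis. Medium: 1 M DEA, pH 9.8, Mg2+, Zn2+. Control set: EDTA negative control, DMSO positive control.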
bIAP activator: increases bovine intestinal alkaline phosphatase activity; purified bovine IAP, CDP-star luminescence, 30 min; hits give high values; fold of DMSO-control signal, blank-subtracted; 200,000 compounds, 0.17% hits; activation factor at 20 µM; AID 1016;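 active = activation factor of 2 or more at 20 µM, a signal rise over negative controls twice the positive control's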
PPARg SRC-3 ag: PPARgamma-driven SRC-3 recruitment agonism. activation, % at 8 µM. 200,000 compounds, 0.26% hits. AID 731. P37231. biochemical PPARgamma/SRC-3 coactivator recruitment assay; in the data active = activation above about 23%;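 also: 0% = DMSO and 100% = reference agonist; some compounds past the cut are filed as inactive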
STAT3 inh: inhibitors of IL-6 induced STAT3 signaling. inhibition, % at 5.5 µM. 190,000 compounds, 0.89% hits. AID 862. U3A cells, IL-6 STAT3-luciferase reporter, luminescence; host cell line lacks STAT1;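 active = inhibition above the mean inhibition across all screened compounds plus 3 SD, cut at about 44% in these data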;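 also: 0% = DMSO only wells and 100% = 100 µM nifuroxazide control wells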
bIAP inhibitor: blocks bovine intestinal alkaline phosphatase activity | purified bovine IAP, CDP-star luminescence, 30 min | inhibition, % at 20 µM | AID 1019 | 190,000 tested, under 10 active;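 active = over 50% inhibition of intestinal alkaline phosphatase at 20 µM in the single-dose screen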
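System: purified bovine intestinal alkaline phosphatase (IAP) enzyme; Input: IAP diluted 1/65,000,000 in the well; Measured by: CDP-star luminescence signal; Compound dosing: 20 µM single dose; Incubation: 30 min reaction at room temperature.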
TR-FRET SRC-2 ct: TR-FRET artefact, counter-screen to PPARgamma/SRC-2 agonist assay. hits give high values. TR-FRET ratio at 8 µM. 200,000 compounds, 0.4% hits. AID 1049; in the data active = TR-FRET ratio above about 2000; also: inactives centre near 1500
PPARg SRC2 recr: promotes SRC-2 coactivator recruitment by human PPARgamma. P37231. PPARgamma LBD-SRC-2 recruitment, biochemical. activation, % at 8 µM. 200,000 compounds, 0.34% hits. AID 1032; in the data active = activation above about 22%;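 also: 0% = vehicle and 100% = reference agonist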
STAT3 act: STAT3 signaling activation. U3A cells, IL-6 STAT3-luciferase reporter, luminescence; 100% = signal with IL-6 EC80 alone. activation (% of control), % at 5.6 µM. 190,000 compounds, 0.91% hits;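 active = activation above the screen-wide mean of compound activation plus 3 SD, cut at about 130% in these data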;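 also: 0% = background luminescence of wells with medium and substrate only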
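Material: human U3A cells carrying STAT3-luciferase construct. Measured by: reporter luminescence signal. Timing: compound 1 h, then IL-6 6 h at 37 °C.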
STAT1 blocker: inhibitors of IFN-gamma induced STAT1 signaling | NIH 3T3 STAT1-luciferase reporter, luminescence | inhibition, % at 5.5 µM | 200,000 compounds, 0.35% hits | AID 920;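 active = inhibition above a set limit, the mean inhibition across all tested compounds plus 3 SD, cut at about 34% in these data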;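 also: 0% = IFN-gamma with DMSO and 100% = IFN-gamma with 300 µM nifuroxazide; values of inactives mirror those of a sister screen read the other way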
* = called active by the depositor; . = not tested or not shown. Random draw from the library; overall some 3.7% were active at least once.

#	canonical_smiles	PPARg SRC2 recr	STAT3 act	STAT1 blocker	TNAP act hiacc	TR-FRET SRC-2 ct	bIAP inhibitor	PPARg SRC1 recr	ROMK primary	bIAP activator	STAT3 inh	PPARg SRC-3 ag
1	C(=NCCCN1CCOCC1)c1ccc2c(c1)OCO2	8	98	2	1	1590	6	8	0.23	0.9	7	11
2	S=C1NC2=C(C(c3ccc(Br)cc3)N1)N1CCC2CC1 (centres undefined)	-4	98	4	1	1538	14	4	.	0.9	6	-1
3	COc1ccccc1/C=C/C(C)=O	1	109	5	1	1490	4	2	-0.17	1	-10	-3
4	O=C(CCSc1ccccc1)NC(=O)COC(=O)C1CCCCC1	4	107	-4	1	1425	-5	-14	1.3	1	-3	1
5	CCC(CC)C(=O)c1c[nH]c(C(=O)NCCOC)c1	2	101	0	1.1	1474	4	3	-1.9	1	10	1
6	CN(C(=O)c1c(Br)cnn1C)C12CC3CC(CC(C3)C1)C2	2	106	-7	1	1531	7	5	-0.76	0.9	-3	1
7	COc1cc(OC)cc(-c2cc(N3C(=O)Nc4ccccc4N3O)n[nH]2)c1	4	92	0	1	1553	10	1	0.46	0.9	12	-2
8	COc1ccc(N(CCC(=O)O)S(=O)(=O)c2ccc(C)cc2C)cc1	0	102	-3	1	1820	8	7	0.63	0.9	-2	8
9	COC(=O)CSc1ccc(-c2nc3ccc(C)cc3[nH]2)cn1	3	93	0	1	1551	26	-4	2.4	0.7	14	-1
10	CCc1cccc(C)c1NC(=S)NCc1ccc2[nH]c(C)cc2c1	1	104	-2	1	1570	-3	5	1	1	-5	7
11	COc1ccc(C(=O)Oc2ccc3c(c2)OCO3)cc1OC	2	100	2	1	1570	4	2	.	1	4	15
12	CC(C)N(C#N)c1nc(N2CCOCC2)nc(N2CCOCC2)n1	6	100	-4	1.1	1561	3	-2	-0.93	1	5	-6
13	COc1cccc(CCc2nnc(CCC(=O)N3CCN(Cc4ccccn4)CC3)o2)c1	-2	107	-2	1	1348	-16	-2	0.53	1.2	-3	3
14	CN(C)S(=O)(=O)c1ccc(NC(=O)c2c(F)cccc2Cl)cc1	-2	99	3	1	1473	7	2	.	0.9	4	0
15	Nc1nc2ccccc2n1/N=C/c1cccnc1	8	100	4	.	1473	.	5	2.2*	.	4	6
16	O=C(NN1C(=O)c2cc(Br)ccc2NC1c1ccccc1Cl)c1ccncc1 (centres undefined)	8	98	3	1	1649	-5	7	-0.28	1.1	3	-5
17	CC(C)CN(C)C(=O)CC1C(=O)NCCN1C (centres undefined)	2	95	0	1	1463	0	4	0.6	1	8	-3
18	COc1cccc(-c2nn(-c3ccccc3)cc2C(=O)O)c1	0	102	-2	1	1357	0	-4	-0.24	1	5	-1
19	CCN(C#N)c1nc(NC(C)C)nc(NC(C)(C)C)n1	-10	118	1	1	1235	2	-10	-7.8*	1	-16	5
20	Cn1c(=O)c2c3c(sc2n2c(SCc4ccccc4)nnc12)CCCC3	-3	100	3	1	1563	22	-6	-0.54	0.8	-3	-1
21	COc1ccc(-c2ccnc3nc(-n4cccc4)nn23)cc1	13	82	-9	1.1	1534	4	-4	.	1	26	1
22	CCOC(=O)C1CCCN(C(=O)c2ccccc2Oc2ccccc2)C1 (centres undefined)	5	96	1	1.1	1444	1	3	.	1	6	4
23	COc1ccc(-c2cn3cc(Br)cnc3n2)cc1	5	90	-40	1	1664	4	-1	0.41	1	16	1
24	Cc1cc(N2CCOCC2)nc2ccccc12	3	102	-13	1	1710	-26	11	0.2	1.3	-1	-12

Reformatted with one line to a screen: part of the list above.
5	CCC(CC)C(=O)c1c[nH]c(C(=O)NCCOC)c1
6	CN(C(=O)c1c(Br)cnn1C)C12CC3CC(CC(C3)C1)C2
7	COc1cc(OC)cc(-c2cc(N3C(=O)Nc4ccccc4N3O)n[nH]2)c1
8	COc1ccc(N(CCC(=O)O)S(=O)(=O)c2ccc(C)cc2C)cc1
9	COC(=O)CSc1ccc(-c2nc3ccc(C)cc3[nH]2)cn1
Compound	5	6	7	8	9
PPARg SRC2 recr	2	2	4	0	3
STAT3 act	101	106	92	102	93
STAT1 blocker	0	-7	0	-3	0
TNAP act hiacc	1.1	1	1	1	1
TR-FRET SRC-2 ct	1474	1531	1553	1820	1551
bIAP inhibitor	4	7	10	8	26
PPARg SRC1 recr	3	5	1	7	-4
ROMK primary	-1.9	-0.76	0.46	0.63	2.4
bIAP activator	1	0.9	0.9	0.9	0.7
STAT3 inh	10	-3	12	-2	14
PPARg SRC-3 ag	1	1	-2	8	-1

(next part)
#	canonical_smiles	PPARg SRC2 recr	STAT3 act	STAT1 blocker	TNAP act hiacc	TR-FRET SRC-2 ct	bIAP inhibitor	PPARg SRC1 recr	ROMK primary	bIAP activator	STAT3 inh	PPARg SRC-3 ag
25	CC1CCCC(C)N1S(=O)(=O)c1ccc(NC(=O)CCn2cnc3ccccc3c2=O)cc1 (centres undefined)	6	94	5	1	1602	11	6	0.87	0.9	5	10
26	O=C(O)c1ccc(CNCc2ccc(F)cc2)cc1	-5	98	-10	1.1	1454	-6	-1	-0.22	1.1	2	-4
27	Cc1ccc(S(=O)(=O)N2CCNC(=O)CC2)cc1	7	108	-2	1.1	1684	9	12	-0.0088	0.9	-8	2
28	CC(C)(C)n1nc2c(c1NC(=O)c1ccc(S(=O)(=O)N3CCCC3)cc1)CSC2	-1	152*	9	1	1646	-1	0	1.7	1	-63	3
29	CCOc1ccc(NC(=O)Cc2cccc3ccccc23)c([N+](=O)[O-])c1	3	101	2	1	1571	-2	4	-0.43	1	0	4
30	Cc1ccc2c(c1)nnn2C1CCN(S(=O)(=O)c2ccc(C(=O)O)cc2)CC1	8	102	6	1.1	1650	6	4	1.1	0.9	0	2
31	Cc1ccc(N=C2CCCN2Cc2ccccc2)c(C#N)c1	13	85	-4	1	1511	6	3	-0.23	0.9	20	3
32	COc1ccc2c(-c3ccccc3)cc(=O)[nH]c2c1	-6	107	-4	1	1616	14	-6	-0.038	0.9	-2	-3
33	O=C(CNS(=O)(=O)c1ccc(Br)s1)NC1CCCc2ccccc21 (centres undefined)	-3	111	3	1	1621	15	-2	-3.8*	0.9	-9	-4
34	CN1CCN(C2=C(Cl)C(=O)N(C3CCCCC3)C2=O)CC1	2	108	1	1	1484	6	10	-0.18	0.9	-5	-3
35	O=C(CNC(=O)c1ccc(Cl)cc1)OCC(=O)c1ccc2c(c1)OCCO2	-3	105	-6	1.1	1571	9	-1	-0.23	0.9	-8	-5
36	CC1(C)Cc2c(sc3nc(N/N=C/c4ccccc4)[nH]c(=O)c23)CO1	-2	94	-2	0.9	1580	2	-1	0.87	1	5	3
37	C=CCN(c1ccccc1)S(=O)(=O)c1cccc(C(=O)Nc2nc3ccccc3[nH]2)c1	5	85	5	1	1495	4	5	.	1	14	8
38	CC1COc2ccccc2N1C(=O)c1ccc(Cl)nc1 (centres undefined)	-3	145*	2	1	1576	-10	1	0.53	1.1	-38	-3
39	COc1ccccc1N1C(=O)C2C3C=CC(C3)C2C1=O (centres undefined)	-10	93	-5	1	1314	3	-4	-0.43	1	15	-4
40	C/C(N)=C(/C#N)C(=O)COc1ncnc2ccc(Br)cc12	1	109	-6	1	1412	1	2	.	1	-2	-7
41	COCc1cc(=O)[nH]c(/N=C(\N)Nc2cccc(Cl)c2)n1	3	90	-8	1	1766	-23	4	1.8	1.2	14	5
42	CCNC(=O)NCCNC(=O)c1cc(OCC(F)(F)F)ccc1OCC(F)(F)F	2	103	-4	1	1520	-8	3	0.16	1.1	-1	0
43	CSc1nc(NCC(C)C)nc(N2CCOCC2)n1	10	103	0	1	1620	1	2	.	1	-3	7
44	O=S(=O)(O)c1ccc(N2N=C(c3ccccc3)CC2c2ccccc2)cc1 (centres undefined)	1	100	-3	1	1640	-24	3	0.95	1.2	8	3
45	Cc1ccnc2nc(C(=O)NCc3ccccc3)nn12	5	97	-3	1	1349	-4	9	0.93	1	11	5
46	CCCOc1ccccc1N/C(N)=N/c1nc(C)cc(C)n1	-1	88	28	1	1632	-47	0	-0.19	1.5	17	2
47	COc1cc(NC(=O)c2cc(Br)cc(C)c2OC)ccc1NC(=O)C(C)C	3	79	-1	1.1	1589	-9	-5	-0.068	1.1	26	0
48	COc1ccccc1/C=C1\SC(=S)N(CC(=O)Nc2nnc(C)s2)C1=O	6	111	-8	1	1724	-6	7	0.36	1.1	-8	1
49	CC(C)C(NC(=O)C1CCCCC1)C(=O)NCc1ccccn1 (centres undefined)	-1	104	-4	1	1551	-9	1	.	1.1	-1	8
50	COc1ccc2[nH]c(=O)c(C(c3nnnn3CC3CCCO3)N3CCc4ccccc4C3)cc2c1 (centres undefined)	-1	109	7	1.1	1492	0	-5	.	1	-4	-1
51	Cc1ccccc1-c1cc(C(=O)n2cccn2)c2cc(Cl)ccc2n1	12	127	11	1.1	1616	-1	3	0.4	1	-28	4
52	CC(=O)c1cccc(N(C(=O)Cn2nnc3ccccc32)C(C(=O)NCc2ccccc2)c2ccccn2)c1 (centres undefined)	7	98	-4	1	1586	-17	4	0.3	1.2	3	5
53	Cc1occc1-c1nnc(SCC(=O)NCc2ccc3c(c2)OCO3)n1CC(C)C	2	101	4	1	1592	-4	0	.	1	9	3
54	CCOc1ccc2[nH]c(=O)c(C(c3nnnn3Cc3ccco3)N3CCN(C)CC3)cc2c1 (centres undefined)	11	99	0	1.1	1583	-3	2	-1.7	1	10	3
55	O=C(NNS(=O)(=O)c1ccc(CCCl)cc1)C(O)(c1ccccc1)c1ccccc1	5	110	4	1	1496	7	-3	.	0.9	-17	-6
56	Cc1cc(NC(=O)CCN2C(=O)C3C4CCC(C4)C3C2=O)cc(C)c1Br (centres undefined)	1	100	-3	1	1474	4	-4	.	1	6	2
57	CCO[C@@H]1OC(C(=O)NCc2ccccc2)=C[C@H](C2CCCCC2)[C@H]1CCCO	12	.	2	1	1562	-5	2	.	1.1	.	3
58	O=C(NCCc1nnc2ccc(NCc3cccnc3)nn12)c1ccccc1F	-9	105	3	1.1	1645	-7	-4	-0.5	1.1	6	0
59	COc1ccc(Oc2coc3cc(OC(=O)c4cncc(Br)c4)ccc3c2=O)cc1	-10	103	-1	1	1389	9	-8	0.27	0.9	4	-1
60	Cc1ccc(CN=C(N)Nc2nc(C)cc(C)n2)cc1	-4	102	9	1.1	1414	-39	0	0.75	1.4	0	-2
61	Fc1ccc(N2CCN(c3ncnc4c3nnn4Cc3ccccc3Cl)CC2)cc1	-5	89	4	.	1520	.	-9	-2.7*	.	16	-3
62	O=C(NC1CCc2ccccc21)C1CCN(S(=O)(=O)c2ccc(Cl)cc2)CC1 (centres undefined)	8	102	3	1	1563	0	4	0.56	1	-6	-1
63	Cc1ccc(C)c(NC(=O)C2CCCN2C(=O)OC(C)(C)C)c1 (centres undefined)	1	97	-5	1	1440	-5	1	.	1.1	7	-3

Screening results (PubChem)
